M1 PAM: potentiates human M1 receptor response to acetylcholine; CHO-K1 hM1, Fluo-8 calcium fluorescence, ACh EC20; 0% = ACh EC20, 100% = maximal ACh; P11229; activation, % at 3 µM; actives 0.088% (n = 360,000); in the data active = activation above about 19%, passing the limit was not always enough
Target sequence (P11229 whole entry, looked up): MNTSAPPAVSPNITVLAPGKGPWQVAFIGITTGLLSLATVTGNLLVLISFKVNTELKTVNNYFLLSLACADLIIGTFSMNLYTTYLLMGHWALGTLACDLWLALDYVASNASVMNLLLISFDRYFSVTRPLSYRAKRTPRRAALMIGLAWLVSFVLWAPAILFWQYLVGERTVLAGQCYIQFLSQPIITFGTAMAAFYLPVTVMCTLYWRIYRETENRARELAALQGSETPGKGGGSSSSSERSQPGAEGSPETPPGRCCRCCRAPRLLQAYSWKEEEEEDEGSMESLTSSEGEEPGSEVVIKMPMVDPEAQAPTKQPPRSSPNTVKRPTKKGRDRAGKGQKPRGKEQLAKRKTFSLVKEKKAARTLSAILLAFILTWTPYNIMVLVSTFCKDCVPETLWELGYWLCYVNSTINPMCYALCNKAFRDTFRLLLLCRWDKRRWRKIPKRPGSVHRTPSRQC
TAAR1 antagonist: antagonists of human TAAR1. Q96RJ0. CHO RD-HGA16 TAAR1, Fluo-8 calcium fluorescence, antagonist. inhibition, % at 3 µM. actives 1.5% (n = 360,000). AID 624466;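 active = inhibition above a per-plate cutoff, the mean inhibition of test compounds on that plate plus 3 SD, cut at about 49% in these data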;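 note: 0% = DMSO plus EC80 beta-PEA response and 100% = DMSO alone without agonist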
Target sequence (Q96RJ0 whole entry, looked up): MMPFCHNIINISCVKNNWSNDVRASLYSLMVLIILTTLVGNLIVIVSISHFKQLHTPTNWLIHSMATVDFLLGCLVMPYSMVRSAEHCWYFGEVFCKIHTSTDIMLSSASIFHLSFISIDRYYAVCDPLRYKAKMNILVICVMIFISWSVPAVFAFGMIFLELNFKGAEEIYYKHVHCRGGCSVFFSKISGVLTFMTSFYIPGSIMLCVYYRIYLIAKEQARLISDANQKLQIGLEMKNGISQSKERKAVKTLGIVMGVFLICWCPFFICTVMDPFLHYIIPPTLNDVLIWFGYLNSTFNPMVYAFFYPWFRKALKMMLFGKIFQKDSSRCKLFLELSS
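test system = CHO RD-HGA16 cells bearing hTAAR1 | replication = singlicate | controls = DMSO-only wells and EC80 β-PEA-stimulated wells | reagent = EC80 β-phenethylamine stimulus | read-out basis = percent inhibition of PEA-evoked calcium signal, max/basal emission ratio | schedule = seeding 17-24 h prior, 75-min 37 °C, 30-min RT dye loading | signal = kinetic Fluo-8 calcium fluorescence measurement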
CHO-K1 Ca antag: counter-screen for M1 antagonists: effect in parental CHO-K1 cells | ATP-induced calcium, Fluo-8 fluorescence | actives 0.6% (n = 360,000) | inhibition, % at 3 µM;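 active = inhibition above a per-plate cutoff, the plate's mean sample inhibition plus 3 SD, cut at about 24% in these data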;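 note: 0% = DMSO plus EC80 ATP and 100% = DMSO alone without ATP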
TAAR1 agonist: human TAAR1 agonism. AID 624467. actives 0.99% (n = 360,000). activation, % at 3 µM. Q96RJ0. CHO RD-HGA16 TAAR1, Fluo-8 calcium fluorescence; vehicle wells 0%, saturating PEA agonist 100%;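 active = activation above the mean activation of all test compounds in the run plus 3 SD, cut at about 38% in these data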
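Assay system – CHO-derived RD-HGA16 cells with stable Gα16 and human TAAR1 · Compound dosing – one-point dosing at 3 µM (nominal) · Incubation – 17-24 h seeding, 75 min 37 °C dye, 30 min RT · Measured by – kinetic Fluo-8 calcium fluorescence · Control set – DMSO vehicle as 0%, PEA at EC100 as 100% · Repeats – single well for each compound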
M1 ag parental: nonselective activator or artifact in parental CHO-K1 cells. Fluo-8 calcium fluorescence; scaled to maximal ATP response, vehicle zero. activation, % at 3 µM. actives 0.48% (n = 360,000). AID 602248; in the data active = activation above about 15%;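 note: untransfected CHO-K1 host cells lacking M1 receptor as counterscreen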
CHRM1 agonist: agonists of human M1 muscarinic receptor; P11229; CHO-K1 hM1, Fluo-8 calcium fluorescence, agonist mode; 0% DMSO, 100% acetylcholine EC100; activation, % at 3 µM; actives 0.33% (n = 360,000); AID 588814;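 active = activation above the run's mean compound activation plus 3 SD, cut at about 16% in these data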;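 note: peak over basal fluorescence ratio within a 140 s kinetic read after compound addition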
CHRM1 antagonist: blocks human M1 muscarinic receptor | inhibition, % at 3 µM | P11229 | AID 588852 | CHO-K1 hM1, Fluo-8 calcium fluorescence, ACh EC80 antagonist | actives 1.3% (n = 360,000);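 active = percent inhibition above its own plate's cutoff, namely the mean of that plate's compound wells plus 3 SD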;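 note: peak over basal fluorescence ratio during 140 s after agonist addition; 0% = ACh EC80 plus DMSO and 100% = DMSO alone without agonist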
CHO parental Ca: counter-screen: ATP calcium response change in parental CHO cells | parental CHO-K1, ATP-induced calcium, Fluo-8 fluorescence | inhibition, % at 5.6 µM | actives 0.63% (n = 330,000) | AID 463079;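 active = inhibition above that plate's mean sample inhibition plus 3 SD, cut at about 26% in these data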;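 note: 0% = ATP-challenged DMSO wells and 100% = DMSO wells without ATP; some compounds past the cut are filed as inactive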
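Material: parental CHO cells / Compound: single nominal dose of 5.6 µM per compound / Signal: Fluo-8 fluorescence / Replicates: singlicate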
M1 PAM parental: M1 PAM counterscreen hit in parental CHO-K1 cells. actives 0.02% (n = 360,000). ATP EC20, Fluo-8 calcium fluorescence; 0% at ATP EC20, 100% at ATP max. AID 602247. activation, % at 3 µM;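 active = activation above the run cutoff, the mean activation of all test compounds plus 3 SD, cut at about 40% in these data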;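 note: peak over basal fluorescence ratio in a 140 s read after ATP addition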
Active calls of the source: *; . = not tested or not shown.

SMILES	M1 PAM	TAAR1 antagonist	CHO-K1 Ca antag	TAAR1 agonist	M1 ag parental	CHRM1 agonist	CHRM1 antagonist	CHO parental Ca	M1 PAM parental
O=C(O)CCc1ccc(S(=O)(=O)Nc2cc(C(F)(F)F)ccc2N2CCCC2)cc1	7	3	3	2	1.3	-5	-6	.	-11
COc1ccc(CCNC(=S)Nc2ccc(OC)cc2)cc1	5	-5	-2	-1	0.0	-11	-6	-10	14
Cc1cc(-c2nnc(SCC(=O)Nc3cccc(C)c3C)n2N)n[nH]1	5	-2	10	2	7.5	0	-2	-7	-6
Clc1cccc(CNc2ccn3nc(-c4ccccc4Cl)cc3n2)c1	8	7	-11	1	1.2	1	-9	.	19
C/C(=N\Nc1nc(C(C)(C)C)cs1)c1ccccc1	1	24	-4	-2	0.7	-4	-10	-7	-4
CCSc1nnc(C)c(=O)n1COC(=O)c1ccc(S(=O)(=O)N2CCCC2)cc1	-8	-1	2	4	0.6	-10	4	-12	-7
O=C(CSCC(=O)c1ccc([N+](=O)[O-])cc1)c1ccc([N+](=O)[O-])cc1	-16	.	3	.	2.4	-4	28	.	-3
COCCn1c(C)cc(/C=N/NC(=O)c2cccnc2)c1C	12	3	-12	11	0.4	-2	-12	-6	24
COCCCn1c(=N)c(C(=O)NC2CCCCC2)cc2c(=O)n3ccccc3nc21	-1	8	-4	11	0.1	-6	8	-9	12
O=C(NCc1ccccc1)c1ccc(COCC(F)(F)F)o1	3	-18	-11	18	0.3	-4	-10	-13	9
COc1ccc([N+](=O)[O-])cc1N(CC(=O)N1CCCCC1)S(C)(=O)=O	6	-3	-8	6	2.1	-11	-5	-12	19
COc1ccc(-c2cc(C(=O)N3CCN(c4ccccc4)CC3)no2)cc1	-1	30	-11	1	2.9	-8	1	-3	6
Cc1cc2nc(C3CCN(CC4COc5ccccc5O4)CC3)[nH]c2cc1C (stereo not given)	-1	20	-14	11	4.6	-4	-13	-25	13
NC(=O)NCCC1=CCCCC1	10	-2	-2	16	0.5	-2	-13	-3	15
CC(=O)NC1=NN(C(C)=O)C(C)(CS(=O)(=O)c2ccc(C)c(C)c2)S1 (stereo not given)	11	5	-30	8	0.6	-4	-17	-1	27
O=C(NCc1ccco1)c1cc(S(=O)(=O)N2CCOCC2)ccc1Cl	3	7	4	11	-0.2	-5	2	-5	-4
Cc1ccc(CCN2CC(C(=O)NC3CCC(C)CC3)CC2=O)cc1 (stereo not given)	10	4	-12	-1	1.0	-2	-11	.	13
N#CC1C(=O)Nc2cccnc21 (stereo not given)	-12	-2	1	3	0.9	-2	22	.	16
CC(=O)N(C)c1nc(-c2ccc(Cl)cc2)cs1	10	9	3	-1	0.2	-3	-15	-19	-11
CCCc1cc(C(=O)OCC(=O)NCCc2ccccc2)sc1C	17	-19	4	-1	1.1	-8	-18	.	16
Cc1ccc(S(=O)(=O)NC(C)C(c2cccs2)N2CCOCC2)cc1 (stereo not given)	3	-6	9	5	0.2	-6	-2	-9	-5
Cc1ccc(OC(=O)CN2C(=O)c3ccccc3C2=O)cc1C	-2	-20	-7	1	0.3	-2	0	-11	-20
COc1ccc(C)cc1NC(=O)CSc1nc2scc(C)c2c(=O)[nH]1	-6	-46	6	1	4.8	-2	0	2	-5
Cc1ccc(C(=O)N2N=C(c3ccc(Br)cc3)CC2c2ccccc2O)cc1 (stereo not given)	5	-4	-34	-3	0.9	2	-11	-20	27
COc1ccc(C(=O)NC(=S)Nc2ccccc2N2CCOCC2)cc1Br	-4	12	11	5	0.3	-8	2	-29	-7

The results go on.
SMILES	M1 PAM	TAAR1 antagonist	CHO-K1 Ca antag	TAAR1 agonist	M1 ag parental	CHRM1 agonist	CHRM1 antagonist	CHO parental Ca	M1 PAM parental
COc1cc(CN2CCCC(CO)(Cc3ccccc3F)C2)ccc1O (stereo not given)	1	2	-12	-1	1.3	-8	-11	2	22
Cc1cc2c(cc1C)/C(=C\C(N)=O)NC(C)(C)C2	-1	6	8	1	1.6	-4	10	-24	-3
COc1ccc(CCN(C)CCC(=O)Nc2cc(C)ccc2C)cc1OC	16	1	-4	9	0.8	-6	-58	-21	2
CC(=O)Oc1ccc2cc(-c3ccccc3)c(=O)oc2c1	4	14	-8	-2	4.2	-3	2	14	0
CN(CC(=O)Nc1cccc(F)c1)C(=O)c1cccc2ccccc12	6	-4	-14	3	2.0	1	-4	-14	19
COc1ccc(/C=N/n2c(C)nc3sc(C)c(C)c3c2=O)cc1OC	10	5	-14	9	0.5	-4	-14	-11	19
O=[N+]([O-])c1cccc(CSc2nnc3ccccn23)c1	3	-17	-19	6	0.1	-3	-1	-4	4
Cc1ccc(Cn2nc(-c3ccccc3)nc2-c2ccccc2)cc1	2	-4	-8	2	0.9	-5	1	-38	19
O=S(=O)(Cc1ccccc1Cl)N1CCCC1	6	-2	13	5	-0.2	-3	7	-1	3
CSc1nnc(-c2cc3c(s2)-c2ccccc2CC3)o1	0	-20	-18	23	0.5	-5	-8	-28	19
Cc1cc(C(=O)COC(=O)c2nc3nccc(C)n3n2)c(C)n1CC1CCCO1 (stereo not given)	-15	12	7	10	6.4	-5	19	-10	6
COc1ccccc1N1CCN(S(=O)(=O)c2cnc[nH]2)CC1	5	-5	0	-1	-0.1	-3	-13	13	10
COc1cc(Cl)c(C)cc1NC(=O)COc1cc(C)nc(C(C)C)n1	3	-3	11	-1	0.2	-3	-2	2	-5
Cc1cc(C)n2c(SCC(O)=C(C#N)c3nc4ccccc4[nH]3)nnc2n1	9	-2	-7	5	2.1	-2	-10	.	9
CCCCn1c(N)c(N(CCC(C)C)C(=O)c2ccc3c(c2)OCO3)c(=O)[nH]c1=O	11	10	3	0	0.5	5	-4	-9	-5
CCCCC1=CC2=C(c3ccco3)C(=O)C(C)(OC(=O)c3ccc(OC)cc3)C(=O)C2=CN1Cc1ccc2c(c1)OCO2 (stereo not given)	5	.	-14	.	-0.1	-6	1	-17	16
C[C@H]([C@@H](N)C(=O)N[C@@H](C(=O)O)[C@@H]1O[C@H](n2ccc(=O)[nH]c2=O)[C@@H](O)[C@H]1O)[C@@H](O)c1ccc(O)cn1	3	2	-1	1	1.0	-1	-26	4	14
CCc1nnc(NC(=O)c2cc(C)oc2C)s1	-3	-20	-8	2	-0.2	-3	-18	-3	8
CCCCC(=O)Nc1ccc2oc(-c3cccnc3)nc2c1	-3	9	-7	2	0.9	-2	-1	-19	7
O=Cc1cn(CC(=O)Nc2ccc3c(c2)OCO3)c2ccccc12	-28	8	16	9	11	2	27	1	1
COc1ccc(C(O)c2nc(-c3cccc(CO)c3)cs2)cc1 (stereo not given)	7	-13	-4	3	2.2	3	-7	.	16
COC(=O)[C@]12CCCCC=C1N(CCC1=CCCCC1)C(=O)[C@H](CC(=O)NCCCCc1ccccc1)C2	.	-3	-15	2	0.9	.	.	.	6
CCCCCn1c(=O)[nH]c2cc(C(=O)N3CCN(C(=O)OCC)CC3)ccc2c1=O	-32	-20	-8	0	-0.5	-12	49*	-8	-24
COc1ccc(OC)c(C2C(C(=O)c3cccs3)=C(O)C(=O)N2CCN(C)C)c1 (stereo not given)	2	-7	7	9	0.1	-1	12	-10	-2
Cc1nn(C)cc1CNC(=O)c1cc2n(n1)C(C(F)(F)F)CC(c1cccs1)N2 (stereo not given)	-17	0	-5	3	3.2	-3	23*	3	-14

Going on with the list.
SMILES	M1 PAM	TAAR1 antagonist	CHO-K1 Ca antag	TAAR1 agonist	M1 ag parental	CHRM1 agonist	CHRM1 antagonist	CHO parental Ca	M1 PAM parental
Cc1cc(C(F)F)n2nc(C(=O)NCc3ccccc3F)nc2n1	10	6	-14	3	0.2	1	-19	-3	16
O=C(Nc1cccnc1)c1coc(=O)c2ccccc12	6	-22	-5	4	0.4	-2	-20	-10	17
CNC[C@H]1Oc2ccc(NC(=O)Cc3cn(C)c4ccccc34)cc2CC(=O)N([C@@H](C)CO)C[C@H]1C	0	5	1	4	0.3	-9	0	-12	-4
Cc1ccc(SCC(=O)Nc2cccc(-c3nnc(-c4ccco4)o3)c2)cc1	-3	65*	-4	12	5.3	1	12	-27	20
Cn1cccc1Cc1nnc(SCC(=O)Nc2ccc(F)cc2F)n1-c1ccc(F)cc1	8	-18	-14	0	0.2	-4	-16	-16	21
COc1cc(-c2cc[n+](C)cc2)ccc1O	6	17	-20	1	1.4	-5	-9	1	18
CN(C)S(=O)(=O)c1ccc(NC(=O)COc2cccc3c2OC(C)(C)C3)cc1	2	9	-5	5	2.8	-4	-2	.	4
CCOc1ccc(-c2cnc3n2CCCCC3)cc1	-6	-12	14	1	-0.3	-8	6	-9	-21
O=C1C(Cc2ccccc2)Nc2ncnc(N3CCc4ccccc4C3)c2N1Cc1ccc(Cl)cc1 (stereo not given)	6	.	-7	.	0.6	-7	3	-16	8
NNC(=O)c1cnn(Cc2ccccc2)c1N	5	4	-14	5	0.4	-2	-6	-1	30
CCC(=O)Nc1c(C#N)c2nc3ccccc3nc2n1-c1ccc(C)cc1	5	-4	-5	0	1.1	-3	-9	.	10
CN(CC(=O)Nc1ccc(C(N)=O)cc1)CC(=O)Nc1ccccc1Br	5	1	2	-2	0.5	4	-7	17	-17
CN(CCOc1ccc(Cl)cc1)C(=O)c1ccccc1SCC(=O)N1CCCC1	-7	-1	-13	15	10	-1	10	-20	-6
O=C(Nc1cc(C(F)(F)F)ccc1Cl)C(=O)N1CCCCC1	1	-3	-10	0	0.7	-6	5	-8	24
Cc1ccc(CN2CCN(Cc3ccc(O)cc3)CC2CCO)o1 (stereo not given)	3	-9	-11	3	1.2	-5	2	-7	14
CC(=O)c1ccc2c3c(ccc([N+](=O)[O-])c13)CC2	6	-1	4	2	0.2	-5	-6	.	-9
CC(C)c1nccn1S(=O)(=O)c1cc(Cl)ccc1Cl	8	4	-9	12	0.5	0	-13	-2	15
COc1ccc(NS(=O)(=O)c2cccc(C(=O)N3CCCCCC3)c2)cc1	10	-2	-13	2	2.3	0	-14	-20	-1
CCOC(=O)c1sc(NC(=O)CCN2CCOCC2)c(C(=O)OCC)c1C	4	4	5	2	0.4	6	-5	-10	-4
COc1ccccc1NC(=O)c1sc2nc(-c3ccco3)ccc2c1N	8	.	-12	.	0.8	-3	-3	-20	14
COc1ccc(C2CC(=O)Oc3cc(C)c(Cl)c(C)c32)cc1 (stereo not given)	-1	11	-21	1	0.4	-3	-3	-7	13

Records listed so far marked active in CHRM1 antagonist:
| SMILES | CHRM1 agonist | CHRM1 antagonist |
| --- | --- | --- |
| CCCCCn1c(=O)[nH]c2cc(C(=O)N3CCN(C(=O)OCC)CC3)ccc2c1=O | -12 | 49* |
| Cc1nn(C)cc1CNC(=O)c1cc2n(n1)C(C(F)(F)F)CC(c1cccs1)N2 (stereo not given) | -3 | 23* |

Screening results deposited in PubChem BioAssay by The Scripps Research Institute Molecular Screening Center.
